# Screens deposited in PubChem BioAssay by National Center for Advancing Translational Sciences (NCATS).
# Lipid storage S3 – qHTS Assay for Lipid Storage Modulators in Drosophila S3 Cells; Drosophila S3 cells, BODIPY lipid droplet fluorescence, 18-24 h; cells fed with added oleic acid; Potency in µM for hits, for the others lipid storage change, negative = inhibition, % at the top dose, mostly 46.1 µM; hit rate 0.64% among 320,000; active = well fitted inhibition curve with a large enough effect in the signal ratio, with a control signal flat, not every such curve was filed as active; inconclusive = small, poorly fitted or top-dose-only effect, or effect the other way, or a change in a side signal; the % refers to the signal ratio
#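 Laser-scanning cytometry quantifies lipid droplet accumulation (500–530 nm total intensity; droplet/cell object ratio) in oleic acid-fed (400 uM added) Drosophila S3 cells treated with a concentration series. 20 uM Triacsin C defined 100% inhibition.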
# Lipid storage S3 cell count max – further read-out of Lipid storage S3, marked with its call; cell number change, %; measured here: cell count max response;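 cells counted by Cell Tracker Red CMTPX staining in the red channel; peak over a dose series mostly up to 46.1 µM; percent activity relative to internal control wells on each plate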
# The depositor's hits bear a star; i = inactive; u = inconclusive; x = no result given. % is scaled to controls: 0 for no effect and ±100 for the full control effect; potency is read from the fitted curve at half-maximal effect. This is a subset; count on the stated rates, not on these rows.
Lipid storage S3	Lipid storage S3 cell count max	compound
i	x	CN1CCN(c2ccc(S(=O)(=O)N3CCCCC3)cc2NC(=O)c2cccc([N+](=O)[O-])c2)CC1
-3%	22	COc1ccc(-c2oc3ncnc(NCCN4CCOCC4)c3c2-c2ccc(OC)cc2)cc1
u	x	CC(=O)c1cccc(OCc2cc(C(=O)N3C[C@@H](C)O[C@@H](C)C3)no2)c1
2%	0	CCCCCC(=O)N1CCCC1
u	x	O=C(CCc1ccccc1)Nc1nnc(-c2ccc3c(c2)OCCO3)o1
-17%	-4	COc1cccc(CC(NC(C)=O)C(=O)NC2CCN(C(=O)Nc3ccc(C)cc3)CC2)c1 (stereo not given)
u	x	CC(C)(C)OC(=O)N1CCC(NC(=O)c2nc[nH]c2C(=O)N2CCN(C(=O)OC(C)(C)C)CC2)CC1
6%	-1	Cc1c(C(=O)Nc2ccccc2)csc1-c1ccccc1
-1%	7	O=S(=O)(c1ccc(Br)s1)n1cccn1
u	x	O=C(Nc1ncc2c(n1)-c1ccccc1OC2)c1cccc([N+](=O)[O-])c1
u	x	CNc1ccc(C(=O)OCC(=O)Nc2ccnn2C(C)C)cc1[N+](=O)[O-]
11%	14	CCOC(=O)CC(c1ccc(N)cc1)n1c(C)ccc1C (stereo not given)
u	x	CCOc1ccc(NC(=O)CCc2c(C)nn(-c3ccc(N4CCCCC4)nn3)c2C)cc1
6%	3	Cc1ccc(-c2nn[nH]n2)cc1
26%	x	COc1cccc(-c2cc(C(=O)Nc3ccc4c(c3)OCCO4)c3ccccc3n2)c1
-16%	6	CN(CC(O)Cn1c2ccccc2c2ccccc21)S(C)(=O)=O (stereo not given)
5%	12	COc1ccc(/C=C(\NC(=O)c2ccc(C)cc2)C(=O)N2CCCCC2)cc1
u	x	CC(=O)n1c2ccccc2c2nc3ccccc3nc21
i	-9	CN1C(=O)CSC1=Nc1ccc(F)cc1
u	x	COc1ccc(-n2c(=O)c3c(C)c(C)sc3n(Cc3ccc(F)cc3)c2=O)c(OC)c1
u	x	Cc1nc(NC(=O)CSc2nnc(C3CC3)n2C)sc1C
2%	0	Cc1ccc(NC(=O)CCN2C(=O)C3C4CCC(C4)C3C2=O)cc1[N+](=O)[O-] (stereo not given)
u	x	O=[N+]([O-])c1cc(C(F)(F)F)ccc1NCCOc1ccccc1
u	x	Cc1ccc(S(=O)(=O)CC(=O)NCc2ccc(Cl)cc2)cc1
u	x	O=C(O)c1cc(-c2ccc3c(c2)OCCO3)n[nH]1
u	x	Cc1cc(C)n2nc3nc(N4CCCCC4)nc(-c4ccco4)c3c2n1
u	x	CCC(C)(C)n1nnnc1C(c1cc2ccc(OC)cc2[nH]c1=O)N1CCCCC1 (stereo not given)
u	x	COCCn1c(SCc2ccc(C(=O)OC)o2)nnc1-c1c[nH]c2ccccc12
12%	-12	O=C(Nc1nccs1)c1cc(Cl)ccc1[N+](=O)[O-]
u	x	O=C(C1CCCN1S(=O)(=O)c1ccc(Cl)c(Cl)c1)N1CCOCC1 (stereo not given)

# By substructure: those above with a nitro group on carbon (six)
Lipid storage S3	Lipid storage S3 cell count max	compound
i	x	CN1CCN(c2ccc(S(=O)(=O)N3CCCCC3)cc2NC(=O)c2cccc([N+](=O)[O-])c2)CC1
u	x	O=C(Nc1ncc2c(n1)-c1ccccc1OC2)c1cccc([N+](=O)[O-])c1
u	x	CNc1ccc(C(=O)OCC(=O)Nc2ccnn2C(C)C)cc1[N+](=O)[O-]
2%	0	Cc1ccc(NC(=O)CCN2C(=O)C3C4CCC(C4)C3C2=O)cc1[N+](=O)[O-] (stereo not given)
u	x	O=[N+]([O-])c1cc(C(F)(F)F)ccc1NCCOc1ccccc1
12%	-12	O=C(Nc1nccs1)c1cc(Cl)ccc1[N+](=O)[O-]

# Continuation.
Lipid storage S3	Lipid storage S3 cell count max	compound
u	x	CCC(C)Sc1nc2c(c(=O)[nH]c(=O)n2C)n1CC(O)COc1ccccc1C (stereo not given)
17%	-2	COc1ccc(C2C3C(=O)N(Cc4ccccc4)C(=O)C3ON2c2ccccc2)c(OC)c1OC (stereo not given)
u	x	Cc1ccc2[nH]cc(S(=O)(=O)c3ccc(C)c(C)c3)c(=O)c2c1
u	x	Cn1c(=O)c2cc(S(=O)(=O)NCCC(=O)NCC3CCCO3)ccc2n(C)c1=O (stereo not given)
u	x	Cc1cnc(CN(C)C(=O)CC2C(=O)NCCN2Cc2cccc(F)c2F)[nH]1 (stereo not given)
u	x	CN(C)C(=S)Nc1ccc(Cc2ccncc2)cc1
u	x	Cc1ccc(-c2noc(CCC(=O)NCCN3CCc4ccccc4C3)n2)cc1
u	x	Cc1cccc(NC(=O)c2cc(S(=O)(=O)N(C)c3ccc(F)cc3)ccc2Cl)n1
u	x	COc1ccc(NC(=O)COc2nsnc2N2CCOCC2)c(OC)c1
u	x	COC(=O)C1=C(C(=O)OC)[C@@H]2N(C)c3ccccc3[C@@]23C[C@@H](C(=O)OC)N(C(=O)C2CCC2)C3=N1
u	x	Cc1cc(C)nc(N/N=C/c2cccc3ccccc23)n1
u	x	COc1ccc(CNC(=O)CCOc2ccc(C(C)(C)C)cc2)cc1
u	x	O=S(=O)(c1ccc(Br)s1)N1CCNCC1
0%	-15	Cc1ccc(C(=O)N[C@H](C(=O)OCc2cc(=O)n3c(n2)sc2ccccc23)C(C)C)cc1
14%	-6	N#Cc1c2n(c3c(=O)n(CC(=O)c4ccc(Br)cc4)cnc13)CCCC2
8%	-26	CCn1c(SCc2cccnc2)nc2c1c(=O)n(C)c(=O)n2C
i	7	COc1ccc(-n2nc(C(=O)NCC(=O)NCCC3=CCCCC3)c3ccccc3c2=O)cc1
u	x	O=C1COc2ccc(S(=O)(=O)CCC(=O)NC3CCCCC3)cc2N1
21%	-13	CN1C(=O)c2c(sc3c2CC(C)(C)SC3)N2CCN=C12
u	x	O=C(CSc1nnc(-c2ccccc2)n1Cc1ccccc1)NC1CC1
u	x	CC(=O)NCCc1nc2cc(NC(=O)c3ccc(F)cc3)ccc2n1C
u	x	Cc1cnc(CN2CCc3c([nH]c4ccccc34)C2CC(C)C)[nH]1 (stereo not given)
u	x	Cc1noc(C(=O)Nc2ccc(Cl)cc2)c1Cl
u	x	COc1ccccc1CNC(=O)C(C)c1ccc([N+](=O)[O-])cc1 (stereo not given)
3%	-15	COc1cc(Oc2nc(C(F)(F)F)nc3ccccc23)ccc1C=O
u	x	CCOC(=O)Cn1nc(C)c(NC(=O)c2ccc([N+](=O)[O-])c(C)c2)c1C
u	x	CN(Cc1ccccc1)C(=O)c1[nH]cnc1C(=O)Nc1ccc(Cl)cc1
u	x	Cc1ccc(NC(=O)c2ccccc2NC(=O)c2cccnc2)cc1
16%	2	O=C(Nc1cccc2ncccc12)c1ccccc1F
u	x	COc1ccc(NC(=O)CCS(=O)(=O)c2ccc3c(c2)CCCN3C(C)=O)cc1Cl
u	x	Cc1nnc(SCc2cc(=O)[nH]c(/N=C(\N)Nc3ccccc3)n2)s1
u	x	Cc1ccc(N(Cc2ccc(C(=O)Nc3ccccc3C(=O)NCc3ccco3)cc2)S(C)(=O)=O)cc1C
-8%	1	O=C(CSc1nc2[nH]ncc2c(=O)n1-c1ccccc1)NCc1cccs1
u	x	CCOc1cc(N2CCOCC2)c(OCC)cc1NC(=O)C1CC(=O)N(c2ccc(C)cc2)C1 (stereo not given)
u	x	c1cn2c(Nc3ccc4c(c3)OCCO4)c(-c3ccc(N4CCOCC4)cc3)nc2cn1
u	x	Cc1ccc(-n2nnnc2SCC(=O)Nc2ccccc2-c2ccccc2)cc1C
u	x	O=C(NCC(c1cccs1)N1CCOCC1)c1cccnc1 (stereo not given)
u	x	CCc1cc(C(=O)N2CCN(c3ncc(C(F)(F)F)cc3Cl)CC2)sc1C
u	x	CNC(=S)N/N=C/c1ccc(-c2cccc(C(=O)O)c2)o1
u	x	O=C(O)C1CCCN1c1nc(C(F)(F)F)nc2ccccc12 (stereo not given)
u	x	O=C(O)C1C2C=CC(C2)C1C(=O)NCc1ccccc1 (stereo not given)
u	x	Oc1ccc(-c2n[nH]c(=S)n2Cc2ccco2)cc1
u	x	COC(=O)c1ccc(-n2nnnc2SCc2ccccc2OC)cc1
u	x	CCN(CC)CCN(Cc1cc2cc3c(cc2[nH]c1=O)OCCO3)C(=S)NCCCOC
24%	x	O=C(O)c1ccccc1Sc1ncnc2sc3c(c12)CCC3
u	x	CN1C(=O)c2cccc(NCCCN3C(=O)c4ccccc4C3=O)c2C1=O
u	x	C[C@@H]1NC(=O)[C@@]2(C)[C@@H](c3ccccc3)[C@H]3COc4ccccc4[C@@H]3N2C1=O
u	x	Cc1cc(C)n(C(=O)c2ccc(C)c(S(=O)(=O)N3CCOCC3)c2)n1
-6%	3	CCCC(=O)Nc1ccc(C(=O)NNC(=O)c2cccs2)cc1
3%	16	O=c1oc2ccccc2c(NCc2cccc(F)c2)c1[N+](=O)[O-]
u	x	Cc1sc2ncnc(N3CCC(C(=O)Nc4cc(Cl)ccc4Cl)CC3)c2c1C
u	x	Cc1noc(C)c1S(=O)(=O)N(CC(=O)Nc1ccc2c(c1)OCCO2)c1ccc(C(C)C)cc1
1%	-1	CCOc1ncccc1C(=O)Nc1ccc(C)c(S(=O)(=O)N2CCCCCC2)c1
i	17	Cc1ccccc1-n1nc2c(c1NC(=O)CC(C)C)CS(=O)C2 (stereo not given)
7%	14	CCOC(=O)c1c(C)[nH]c(C(=O)COC(=O)c2ccc(O)cc2)c1C
u	x	COc1ccc(NC(=O)CN(C)C(=O)c2n[nH]c3ccccc23)cc1
u	x	O=C(O)CN1C(=O)COc2ccc(S(=O)(=O)N3CCCCCC3)cc21
14%	8	COc1cccc(C(=O)CN2CCN(S(=O)(=O)c3cccc([N+](=O)[O-])c3)CC2)c1
0%	-4	CCC(CO)NCc1ccc(OCC(=O)Nc2cccc(C(F)(F)F)c2)c(OC)c1 (stereo not given)
6%	-6	CN(Cc1nc2ccc(Cl)cc2[nH]1)Cc1nc(-c2cnccn2)no1

# Compound profiles, as listed above. Order of screens: Lipid storage S3	Lipid storage S3 cell count max
# Profile of `c1cn2c(Nc3ccc4c(c3)OCCO4)c(-c3ccc(N4CCOCC4)cc3)nc2cn1` = u	x
# Profile of `C[C@@H]1NC(=O)[C@@]2(C)[C@@H](c3ccccc3)[C@H]3COc4ccccc4[C@@H]3N2C1=O` = u	x
# Profile of `Cc1ccc(N(Cc2ccc(C(=O)Nc3ccccc3C(=O)NCc3ccco3)cc2)S(C)(=O)=O)cc1C` = u	x
# Profile of `COC(=O)c1ccc(-n2nnnc2SCc2ccccc2OC)cc1` = u	x
# Profile of `O=C(O)C1CCCN1c1nc(C(F)(F)F)nc2ccccc12` (stereo not given) = u	x

# Further structures follow:
Lipid storage S3	Lipid storage S3 cell count max	compound
16%	9	CCN(CCn1cccn1)C(=O)CCc1nnc(-c2ccc3c(c2)OCO3)o1
u	x	Cc1cc2cccc(C)c2nc1SCC(=O)N(C)c1nc(-c2ccccc2)cs1
u	x	O=C(CCSc1nccn1Cc1ccccc1)N1CCOCC1
u	x	Cc1ccc(C)c(-c2nnc(NC(=O)Cc3ccccc3)o2)c1
u	x	CCC/C(=C1/C(=O)CC(C)(C)C(C(=O)OC)C1=O)N1CCCC1 (stereo not given)
1%	x	Cc1cc(C)nc(N2CCC(C(=O)O)CC2)n1
4%	-15	COc1ccc(N(CC(=O)Nc2cc(C(=O)O)ccc2C)S(=O)(=O)c2c(C)noc2C)cc1
u	x	NS(=O)(=O)c1ccc(NC(=O)Nc2ccc3c(c2)OCO3)cc1
u	x	O=C(Nc1c(C(=O)NCc2ccco2)cnn1-c1ccccc1)c1ccc(F)cc1
u	x	Cc1cc(C)c(S(=O)(=O)NCc2ccncc2)c(C)c1
u	x	CCOc1ccc(C(=O)Nc2ccc3[nH]ncc3c2)cc1
u	x	O=C(CNc1ccccc1Cl)Nc1cc(S(=O)(=O)N2CCOCC2)ccc1Cl
u	x	NC(=O)CCC(NS(=O)(=O)c1ccc(Cl)cc1)C(=O)NCc1ccc(Cl)cc1 (stereo not given)
10µM*	-15*	CCOC(=O)Cc1csc(NC(=S)NC(=O)c2ccc(F)cc2)n1
u	x	CCOC(=O)C1(Cc2ccccc2)CCN(Cc2ccc3cc(NC(C)=O)ccc3n2)CC1
-11%	9	O=C(CCl)NCCCN(C(=O)C(Cl)Cl)c1ccc([N+](=O)[O-])cc1
18%	-1	O=C(CCC1CCCN(C2C3CC4CC(C3)CC2C4)C1)NCc1ccc(F)c(F)c1 (stereo not given)
0%	14	CCS(=O)(=O)NC(C)C(c1cccs1)N1CCN(c2ccc(OC)cc2)CC1 (stereo not given)
u	x	C/C(=N/Nc1ccccc1[N+](=O)[O-])c1ccc(C)c([N+](=O)[O-])c1
9%	-1	Cc1ccc2[nH]c(=O)c(-c3nc4c(C)cccn4c3NCc3ccco3)cc2c1
u	x	O=C(CN1C(=O)COc2ccccc21)NCCCN1CCc2ccccc2C1
u	x	Cc1nnc2n(-c3ccccc3)c(=O)c3c4c(sc3n12)COC(C(C)C)C4 (stereo not given)
u	x	COc1ccccc1-c1nc(C#N)c(NCCCn2ccnc2)o1
2%	-10	Cn1c(=O)c2c(ncn2Cc2cc(-c3ccccc3)no2)n(C)c1=O
u	x	C/C(=N\Nc1nc(C)cc(-c2ccccc2)n1)c1ccc(F)cc1
20%	1	O=C(NCc1ccccc1)C(C(=O)c1ccc(F)cc1)n1ccccc1=O (stereo not given)
15%	-18	COc1ccc(C(=O)Cc2cc(OC)c(OC)cc2[N+](=O)[O-])cc1
